# XIAP displacement = XIAP antagonists, biochemical, IAP family, fluorescence polarization (AID 1018). XIAP BIR domain, fluorescence polarization peptide displacement; higher % means a stronger effect. displacement, % at 20 µM, or IC50 in µM where a hit was titrated. 200,000 tested, 0.007% active; in the data active means displacement above about 50%; further: a part of the inactive calls stands beside numbers as strong as those of hits
# LYP inhibition = inhibitors of LYP phosphatase, biochemical, fluorescence intensity, uHTS (AID 1779); Tyrosine-protein phosphatase non-receptor type 22 (Homo sapiens); recombinant LYP phosphatase, fluorescence intensity; higher % means a stronger effect; inhibition, % at 11.5 µM; hits with a dose series show IC50 in µM; 290,000 tested, 0.054% active; in the data active means inhibition above about 50%;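 further: plate controls were vehicle with enzyme for no effect and no enzyme for full effect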
# AID2073 = inhibitors of Mint1-CaV2.2 protein interaction, biochemical, HTRF (AID 2073) | HTRF protein-protein interaction, Mint1-CaV2.2; higher % means a stronger effect | inhibition, % at 20 µM; hits with a dose series show IC50 in µM | 290,000 tested, 0.19% active; in the data active means inhibition mostly above about 51%, no sharp cut-off; inconclusive means no clear call, values can overlap the other calls; inactive means mostly below about 53%; further: some results filed as inactive read as strong as hits
# MgcRacGAP inhibition = MgcRacGAP GTPase-activating activity inhibitors, confirmation, biochemical, ADP Hunter fluorescence | Rac GTPase-activating protein 1 (Homo sapiens) | MgcRacGAP-stimulated Rac1 GTP hydrolysis, ADP Hunter fluorescence; higher % means a stronger effect; GST-tagged Rac1 F28L mutant substrate | one-dose inhibition, % at 30 µM; IC50 in µM for titrated hits | 340,000 tested, 0.6% active | AID 624330, 2012;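 active means first-screen hits whose inhibition reached a set limit at any dose in the follow-up dose series; inconclusive means inhibition above the set first-screen limit but never retested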;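 further: fluorescence reports GDP produced by GAP-driven GTP hydrolysis; strong numbers were not always called active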
# RSV antiviral HEp-2 = RSV antiviral activity via CPE protection, HEp-2 cells, primary 10 µM value included (AID 2391). HEp-2 cells, RSV-induced CPE inhibition; higher % means a stronger effect. CPE inhibition, % at 10 µM; hits with a dose series show IC50 in µM. 310,000 tested, 0.13% active; in the data active means a potency from the dose series; inconclusive means CPE inhibition mostly from about 23% at the one dose, without a potency; inactive means the rest, 99 in 100 with CPE inhibition below about 21%; further: strong numbers were not always called active
# HIV fusion peptide = inhibitors of HIV fusion peptide binding, primary screen, biochemical, uHTS, fluorescence dequenching (AID 1986) | cell-free peptide binding, fluorescence dequenching, 30 min; higher % means a stronger effect | inhibition, % at 20 µM, or IC50 in µM where a hit was titrated | 290,000 tested, 0.3% active; in the data active means inhibition mostly above about 52%, no sharp cut-off; inactive means mostly below about 76%; further: some results filed as inactive read as strong as hits
# NS5 inhibitors = Dengue-2 NS5 methyltransferase inhibitors, primary screen, biochemical, confirmation dose response (AID 588689). Genome polyprotein (Dengue virus type 2 (strain 16681-PDK53)). Dengue-2 NS5 methyltransferase capping enzyme assay, biochemical; higher % means a stronger effect. one-dose inhibition, % at 25 µM; IC50 in µM for titrated hits. 340,000 tested, 0.3% active; in the data active means a potency from the dose series; inconclusive means inhibition above about 29% without an active follow-up result
# SIAH1 antagonists = Siah-1 peptide-binding antagonists, primary screen, biochemical, fluorescence polarization, rhodamine-plectin, uHTS (AID 1817). Siah-1 / rhodamine-plectin peptide fluorescence polarization; higher % means a stronger effect. one-dose displacement, % at 20 µM; IC50 in µM for titrated hits. 290,000 tested, 0.02% active;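 active means displacement of at least 50% at 20 µM, with a fluorescence ratio check between 0.3 and a set limit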;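 further: plate controls were Siah plus tracer with DMSO for no effect and tracer alone without Siah for full effect; strong numbers were not always called active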
# SV40 large T antigen = SV40 large T antigen inhibitors, biochemical (AID 1903); SV40 large T antigen ATPase/helicase inhibition assay; higher % means a stronger effect; one-dose inhibition, % at 20 µM; IC50 in µM for titrated hits; 310,000 tested, 0.39% active; in the data active means a potency from the dose series; inconclusive means inhibition mostly from about 32% at the one dose, without a potency; inactive means the rest, 99 in 100 with inhibition below about 32%; further: strong numbers were not always called active
# The depositor's hits bear a star; u = inconclusive; x = not tested or not shown. The order is random (roughly 1.7% active in at least one column).
# The opening 3 records, to show the layout:
entry	SMILES	NS5 inhibitors	SV40 large T antigen	MgcRacGAP inhibition	LYP inhibition	SIAH1 antagonists	HIV fusion peptide	XIAP displacement	RSV antiviral HEp-2	AID2073
1	Cc1ccc(S(=O)(=O)CCC(=O)Nc2cccc(C)c2)cc1	0%	10%	-2%	-6%	2%	-0.4%	-4.2%	-0.2%	0%
2	CC(C)N1CCN(C(=O)c2cccc(Cl)c2)CC1	-7%	9%	295µM*	-6%	6%	-1.1%	x	1.2%	-4%
3	O=C(CSc1ncc(-c2ccc(F)cc2)[nH]1)N1CCCCC1	-3%	16%	4%	-4%	4%	3.6%	-52%	2.9%	-11%

# The whole of this part, repeating the preview:
entry	SMILES	NS5 inhibitors	SV40 large T antigen	MgcRacGAP inhibition	LYP inhibition	SIAH1 antagonists	HIV fusion peptide	XIAP displacement	RSV antiviral HEp-2	AID2073
1	Cc1ccc(S(=O)(=O)CCC(=O)Nc2cccc(C)c2)cc1	0%	10%	-2%	-6%	2%	-0.4%	-4.2%	-0.2%	0%
2	CC(C)N1CCN(C(=O)c2cccc(Cl)c2)CC1	-7%	9%	295µM*	-6%	6%	-1.1%	x	1.2%	-4%
3	O=C(CSc1ncc(-c2ccc(F)cc2)[nH]1)N1CCCCC1	-3%	16%	4%	-4%	4%	3.6%	-52%	2.9%	-11%
4	c1ccc(Oc2nc(N3CCOCC3)nc(N3CCOCC3)n2)cc1	-2%	5%	4%	-6%	1%	-2.0%	-1.6%	-1.3%	1%
5	Cc1ccc(-c2nc(CS(=O)(=O)CC(=O)NCCCN3CCN(C)CC3)c(C)o2)cc1	-4%	7%	8%	-11%	-6%	-2.2%	-1.1%	2.3%	-1%
6	O=C(COc1ccc2ccccc2c1Br)NCc1ccccn1	-11%	9%	7%	6%	-3%	0.1%	-8.2%	2.4%	2%
7	O=C(/C=C/c1ccccc1Cl)NCc1ccco1	-7%	3%	3%	-7%	-4%	1.2%	-5.5%	1.6%	2%
8	Brc1ccc(Oc2nsnc2N2CCOCC2)cc1	-10%	3%	-1%	-4%	-3%	0.3%	-11%	2.2%	9%
9	C=CCn1c(SCCN2CCCC2)nc2c([nH]c3ccccc32)c1=O	-5%	17%	13%	-1%	0%	-0.2%	-5.2%	0.1%	16%
10	O=C(COC(=O)c1cccc(Cl)c1)Nc1cc(Cl)ccc1Oc1ccccc1	-3%	8%	3%	2%	0%	-0.2%	2.2%	-0.1%	2%
11	O=C1CC(c2ccsc2)Sc2ccccc2N1 (stereo not drawn)	3%	0%	17%	-4%	-3%	-0.2%	x	x	4%
12	CC(C)N(C(=O)CN1C(=O)NC2(CCCCCC2)C1=O)C(C)C	2%	3%	13%	-8%	-7%	-2.4%	-3.5%	1.3%	3%
13	O=C(Nc1ccccc1N1CCN(C(=O)c2ccc(Cl)cc2)CC1)c1cccc([N+](=O)[O-])c1	-4%	-5%	8%	3%	-3%	-1.0%	x	4.8%	13%
14	O=C(CN1C(=O)c2ccccc2C1=O)Nc1cccc(O)c1	-1%	2%	9%	-8%	-4%	-2.9%	x	2.5%	5%
15	CCOC(=O)c1sc(=S)n(-c2ccc(C)cc2)c1N	-2%	6%	-2%	-3%	1%	0.0%	0.1%	1.4%	11%
16	CCCCCC(=O)N/N=C/c1ccc(N(C)C)cc1	1%	22%	16%	-3%	1%	-1.5%	-8.1%	1.9%	1%
17	CCCSc1nc(C)cc(C)c1S(C)(=O)=O	1%	7%	12%	-5%	5%	-2.0%	-2.2%	1.3%	-3%
18	CC(=O)n1cc([C@@H]2C=C(C(=O)N3CCN(Cc4ccc5c(c4)OCO5)CC3)O[C@H](OCc3ccc(CO)cc3)C2)c2ccccc21	6%	9%	2%	6%	-5%	-0.8%	-4.4%	12%	15%
19	O=c1[nH]c(NCCO)nnc1Cc1ccc(Cl)cc1	-7%	4%	x	-6%	-1%	-0.4%	x	1.5%	u
20	COc1ccc(NC(=O)Cn2nc3n(c2=S)CCC3)cc1	1%	0%	-6%	-10%	2%	3.3%	45%	-0.8%	0%
21	NC(=S)NNc1ccnc2cc(Cl)ccc12	-8%	35%	110µM*	-5%	-11%	-3.0%	-4.3%	u	6%
22	Cc1cccc(NC(=O)Cn2nnc3sc4c(c3c2=O)CC(C)(C)OC4)c1	x	2%	x	-6%	-5%	-2.0%	x	2.9%	-2%
23	CCN1CCN(C(=O)C(C)Nc2cc(Cl)c(OC)cc2OC)CC1 (stereo not drawn)	22%	15%	19%	-7%	6%	8.0%	0.3%	1.7%	-23%
24	CC(C)[C@H](NC(=O)c1ccccc1Cl)C(=O)Nc1nc(-c2ccccn2)cs1	-5%	5%	3%	-7%	-9%	-0.4%	-8.8%	-1.9%	-3%
25	Cc1ccc(/C(=N/Nc2nc3ccccc3s2)C2=C(O)c3ccccc3C2=O)cc1	2%	7%	6%	7%	5%	49%	-4.0%	-0.9%	27%

# Just XIAP displacement, SIAH1 antagonists and SV40 large T antigen, for some of the entries so far:
no.	molecule	XIAP displacement	SIAH1 antagonists	SV40 large T antigen
6	O=C(COc1ccc2ccccc2c1Br)NCc1ccccn1	-8.2%	-3%	9%
7	O=C(/C=C/c1ccccc1Cl)NCc1ccco1	-5.5%	-4%	3%
8	Brc1ccc(Oc2nsnc2N2CCOCC2)cc1	-11%	-3%	3%
9	C=CCn1c(SCCN2CCCC2)nc2c([nH]c3ccccc32)c1=O	-5.2%	0%	17%
10	O=C(COC(=O)c1cccc(Cl)c1)Nc1cc(Cl)ccc1Oc1ccccc1	2.2%	0%	8%
11	O=C1CC(c2ccsc2)Sc2ccccc2N1 (stereo not drawn)	x	-3%	0%
12	CC(C)N(C(=O)CN1C(=O)NC2(CCCCCC2)C1=O)C(C)C	-3.5%	-7%	3%

# The list continues.
entry	SMILES	NS5 inhibitors	SV40 large T antigen	MgcRacGAP inhibition	LYP inhibition	SIAH1 antagonists	HIV fusion peptide	XIAP displacement	RSV antiviral HEp-2	AID2073
26	Cc1ccc(NC(=O)CN(C)C(=O)Cc2c(Cl)cccc2Cl)cc1	-11%	4%	6%	-2%	-1%	1.8%	x	3.8%	6%
27	Cc1cccc2cc(CN(CC3CCCO3)C(=S)NCc3ccco3)c(=O)[nH]c12 (stereo not drawn)	3%	3%	12%	1%	-5%	1.3%	-6.5%	2.2%	-13%
28	CCOC(=O)N1CCC(N2C(=O)c3cc(C(=O)NC4CCCCC4)ccc3C2O)CC1 (stereo not drawn)	-3%	3%	1%	-10%	-4%	0.7%	0.6%	1.0%	-4%
29	CC1CN(C(=O)CCC(=O)N2CCN(c3cccc(C(F)(F)F)c3)CC2)c2ccccc2O1 (stereo not drawn)	-6%	16%	7%	-8%	-2%	0.1%	x	0.6%	2%
30	O=C(O)CCCn1cc(NC(=O)COc2ccc(F)cc2F)cn1	-3%	-7%	9%	-12%	-2%	-0.1%	x	-0.1%	12%
31	O=S(=O)(Nc1ncccc1O)c1ccc(Cl)cc1	-1%	8%	-1%	-3%	4%	-3.0%	-5.6%	-0.3%	0%
32	Cc1ccc(NC(=O)C2CC2C)cc1S(=O)(=O)N1CCOCC1 (stereo not drawn)	9%	19%	5%	x	x	x	x	8.3%	x
33	COc1cccc(CNC(=O)CSc2nc3ccc(C)cc3[nH]2)c1	-4%	4%	7%	-6%	-7%	-2.4%	x	-0.8%	8%
34	Cc1ccc(S(=O)(=O)N2CCOCC2)cc1NC(=O)COC(=O)CNC(=O)c1ccccc1	-5%	8%	8%	1%	-1%	2.4%	3.2%	1.6%	6%
35	Cc1ccc(OCC(=O)N/N=C\c2ccncc2)c(C)c1	-4%	2%	3%	-8%	2%	-0.2%	-2.0%	4.1%	4%
36	CC(=O)c1ccc(N(CC(=O)NC2CCCC2)C(=O)CCC(=O)Nc2cc(C)on2)cc1	-1%	6%	6%	-4%	1%	0.6%	x	1.0%	6%
37	Cc1cccc2cc(CN(Cc3cccnc3)C(=O)c3ccncc3)c(=O)[nH]c12	-6%	12%	5%	-7%	2%	0.2%	-2.5%	1.0%	-7%
38	Cc1ccnc(NC(=O)Cc2ccc([N+](=O)[O-])cc2)c1	-7%	8%	3%	-4%	14%	-0.8%	1.6%	-0.7%	2%
39	O=C(NC(=S)Nc1ccc2c(c1)OCCO2)c1cccc2ccccc12	2%	10%	9%	4%	2%	1.4%	-7.7%	6.3%	-13%
40	COC(=O)c1ccccc1NC(=O)Cn1cnc2c1c(=O)n(C)c(=O)n2C	-3%	16%	2%	x	x	x	x	0.6%	x
41	CN(C)S(=O)(=O)c1ccc(N2CCN(S(=O)(=O)c3ccc(F)cc3)CC2)c(Cl)c1	-2%	19%	7%	2%	1%	-1.2%	-6.2%	9.9%	8%
42	CCCNC(=O)C/C(C)=N/NC(=O)COc1ccc(C)cc1Br	1%	10%	6%	-5%	-4%	-2.8%	-15%	0.8%	11%
43	CC1CCc2cc(F)ccc2N1C(=O)CSc1nnc2c3cc(F)ccc3n(C)c2n1 (stereo not drawn)	-1%	-4%	10%	-6%	2%	-2.8%	-0.2%	2.2%	-7%
44	NC(=O)CN(Cc1ccccc1)S(=O)(=O)c1ccc2c(c1)OCCO2	-9%	0%	2%	-7%	6%	0.3%	x	-0.8%	3%
45	CCN1CCN(C(=O)C(N)Cc2ccccc2)CC1 (stereo not drawn)	-7%	-2%	7%	-1%	-2%	1.3%	-0.8%	-1.6%	-9%
46	CCSc1ccccc1C(=O)NCc1ccc(S(N)(=O)=O)cc1	-9%	0%	4%	-6%	3%	-1.6%	-3.7%	-1.2%	-3%
47	NC(=O)N/N=C/c1ccc(OCc2cccc(Cl)c2)cc1	-5%	8%	0%	-2%	3%	-2.2%	-7.7%	0.5%	14%
48	COc1ccc(C/C(C)=N/NC(=O)c2cccnc2)cc1	3%	0%	-6%	-11%	-1%	-0.2%	-4.6%	1.4%	4%
49	CCOc1ccc(CN2CCN(Cc3c(C)nn(CC)c3C)CC2CCO)cc1 (stereo not drawn)	-3%	-4%	9%	-2%	1%	1.5%	x	-2.4%	6%
50	CCN(CC)S(=O)(=O)c1ccc(-n2c(=O)c(C(C)C)c(C)n2C)cc1	2%	23%	-19%	-5%	-3%	-1.4%	-5.2%	1.8%	-6%
51	COC(=O)c1ccc(N2CCC(C)CC2)c(N)c1	6%	5%	15%	-6%	6%	0.0%	-4.1%	0.5%	7%
52	CSc1ncc(CN2CCN(CCC(C)C)C(CCO)C2)cn1 (stereo not drawn)	-3%	x	-4%	-4%	-1%	0.7%	-11%	-0.8%	30%

# Results in sequence from the entries so far:
# SV40 large T antigen for nos. 39–47, in order: 10%, 16%, 19%, 10%, -4%, 0%, -2%, 0%, 8%
# SIAH1 antagonists for nos. 39–47, in order: 2%, x, 1%, -4%, 2%, 6%, -2%, 3%, 3%
# RSV antiviral HEp-2 for nos. 39–47, in order: 6.3%, 0.6%, 9.9%, 0.8%, 2.2%, -0.8%, -1.6%, -1.2%, 0.5%
